# APJ ag – agonists of human APJ apelin receptor | P35414 | CHO-K1 APJ PathHunter beta-arrestin, luminescence; 0% DMSO wells, 100% apelin | activation, % at 20 µM | 0.11% of 330,000 active | AID 2520;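 active = activation more than six SD over the plate average, tested at 20 µM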;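 note: 0% = DMSO alone and 100% = apelin-13 at 10 nM; some results filed as inactive read as strong as hits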
# Target sequence (P35414 whole entry, looked up): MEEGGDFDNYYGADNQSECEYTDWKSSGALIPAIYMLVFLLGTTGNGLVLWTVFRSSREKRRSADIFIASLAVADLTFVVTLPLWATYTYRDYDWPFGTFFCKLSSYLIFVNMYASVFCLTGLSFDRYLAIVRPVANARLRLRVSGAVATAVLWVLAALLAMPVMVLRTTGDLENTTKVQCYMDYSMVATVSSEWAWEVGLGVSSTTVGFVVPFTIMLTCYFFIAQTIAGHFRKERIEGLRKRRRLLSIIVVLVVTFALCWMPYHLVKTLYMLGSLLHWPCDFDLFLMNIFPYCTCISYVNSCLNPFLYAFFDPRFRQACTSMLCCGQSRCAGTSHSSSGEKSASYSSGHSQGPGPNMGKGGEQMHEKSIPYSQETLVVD
#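 Material: CHO-K1 APJ beta-arrestin complementation cell line; Input: cell density 1000 per well; Incubation: compound stimulation 90 min at 25 °C, detection 60 min; Signal: luminescence from split beta-galactosidase complementation, Galacton Star/Emerald II substrate; Controls: DMSO-only wells as negative, 10 nM Apelin-13 as positive control.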
# TIM10 inh – inhibits growth of TIM10 yeast strain | S. cerevisiae TIM10 strain growth, BacTiter-Glo luminescence, 24 h | inhibition, % at 10 µM | 1.4% of 330,000 active;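 active = inhibition of 40% or more at the single tested concentration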;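 note: wild-type TIM10 isogenic control strain grown at permissive 25 °C; 0% = DMSO yeast wells and 100% = minimal medium wells without yeast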
# CHOP UPR activ – activators of apoptotic arm of unfolded protein response (CHOP). AID 449763. CHO-CHOP luciferase reporter, UPR activation, luminescence; percent of tunicamycin response over DMSO baseline. activation, % at 10 µM. 0.34% of 330,000 active;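 active = at 10 µM dose, activation of 40% or more, normalized to positive control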;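 note: 100% = tunicamycin at 10 µg/mL and 0% = DMSO alone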
#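 System: CHO CHOP reporter cells. Amount: 500 cells per well. Buffer or medium: F12 medium, 10% FBS. Compound dosing: one dose, 10 µM in 0.5% DMSO. Incubation: 6 h compound exposure at 37 °C after overnight seeding. Technique: Steady-Glo luciferase luminescence. Benchmarks: tunicamycin and DMSO controls.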
# APJ antag – APJ receptor antagonism | CHO-K1 APJ beta-arrestin complementation, luminescence | inhibition, % at 20 µM | 0.32% of 330,000 active;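 active = inhibition above about 40% at 20 µM, limit read from the data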;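 note: cells challenged with 10 nM apelin-13 agonist together with compound; plate controls were apelin-13 plus DMSO wells for no effect and DMSO wells lacking apelin-13 for full effect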
# CXCR6 inh – CXCR6 (human) receptor inhibition. CHO-K1 PathHunter CXCR6 beta-arrestin, luminescence. inhibition, % at 20 µM. 0.36% of 360,000 active. AID 602244; in the data active = inhibition above about 34%, passing the limit was not always enough;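 note: antagonist mode with CXCL16 agonist at 10 nM final; 0% = 10 nM CXCL16 with DMSO and 100% = unstimulated wells without agonist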
# Target sequence (O00574 whole entry, looked up): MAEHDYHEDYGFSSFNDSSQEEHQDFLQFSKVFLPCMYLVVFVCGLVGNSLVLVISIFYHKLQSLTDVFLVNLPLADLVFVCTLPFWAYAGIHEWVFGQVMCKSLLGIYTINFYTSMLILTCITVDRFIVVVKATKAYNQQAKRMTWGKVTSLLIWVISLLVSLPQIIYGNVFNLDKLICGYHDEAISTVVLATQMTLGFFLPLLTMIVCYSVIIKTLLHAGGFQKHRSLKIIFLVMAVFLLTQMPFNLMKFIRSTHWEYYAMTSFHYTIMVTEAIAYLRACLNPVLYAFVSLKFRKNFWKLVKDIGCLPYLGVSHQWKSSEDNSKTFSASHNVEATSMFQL
# Mdm2-MdmX inh – inhibitors of human Mdm2/MdmX interaction; SaOS-2 split-luciferase Mdm2/MdmX complementation, luminescence; O15151+Q00987; 3% of 330,000 active; inhibition, % at 8 µM;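 active = inhibition of at least 50% at 8 µM in the primary screen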
# tim23-1 inh – growth inhibitors of tim23-1 mutant yeast. AID 463212. 1.3% of 330,000 active. inhibition, % at 20 µM. S. cerevisiae tim23-1 growth, BacTiter-Glo luminescence, 24 h;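 active = growth inhibition of the mutant yeast at or above 50%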;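 note: temperature-sensitive mutant grown at 25 °C; plate controls were DMSO-treated mutant yeast for no effect and medium wells lacking yeast for full effect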
# tim10-1 inh – tim10-1 yeast growth inhibition; S. cerevisiae tim10-1 ts strain growth, BacTiter-Glo, 24 h; inhibition, % at 20 µM; 2.2% of 330,000 active; AID 463190;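 active = inhibition of at least 40%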;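 note: mutant grown at 25 °C; 0% = DMSO wells with yeast and 100% = wells holding no yeast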
# UPR XBP1 act – activators of adaptive arm of unfolded protein response (XBP1) | CHO-XBP1 luciferase reporter, IRE1-XBP1 UPR activation, luminescence; percent of tunicamycin response, DMSO as zero | activation, % at 20 µM | 0.33% of 330,000 active | AID 463104;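 active = versus positive control, 20 µM dose yields 30% or more activation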;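 note: 100% = tunicamycin at 10 µg/mL and 0% = DMSO only wells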
#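 Material: IRE1-XBP1 luciferase reporter CHO line / Quantity: one thousand reporter cells per well / Buffer or medium: F12 with 10% serum / Compound: 20 µM single concentration, DMSO 1% / Times: 6 h treatment, 37 °C / Detection: Steady-Glo luciferase glow luminescence, 10 min after reagent addition / Benchmarks: tunicamycin high, DMSO low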
# An asterisk follows results filed as active. Not all compounds are listed, so the mix of outcomes need not match the whole.
SMILES,APJ ag,TIM10 inh,CHOP UPR activ,APJ antag,CXCR6 inh,Mdm2-MdmX inh,tim23-1 inh,tim10-1 inh,UPR XBP1 act
O=[N+]([O-])c1cccc(-c2ccc(/C=N/Nc3nc(N4CCCCC4)nc(N4CCCCC4)n3)o2)c1,2,18,4.2,-7,-4,46,30,-9,0
Cc1ccc(NC(=O)CSc2ncccn2)cc1S(=O)(=O)N1CCCCC1,-2,12,-0.6,-6,-6,27,11,10,-3
COc1cc(OC)cc(-c2nnc(N(C)C(=O)c3ccncc3)s2)c1,1,-5,2.7,-21,8,-19,22,-52,-2
N#Cc1ccccc1OCC(=O)NCCNC(=O)COc1ccccc1C#N,7,-4,1.1,9,3,17,4,-16,-1
COC(=O)c1ccc(-c2csc(NC(=O)C3=COCCO3)n2)cc1,10,-4,0.1,-20,4,-33,27,6,0
CCCC(=O)Nc1sc(C(=O)Nc2cccc(N)c2)c(C)c1C(=O)OC,-2,17,1.9,-5,0,-40,3,9,0
Brc1ccc(-c2noc3c2-c2nc(C4CCCCC4)sc2CC3)cc1,1,3,-1.5,5,-6,-16,12,0,0
Cc1cc(/C=N\NC(=O)CC(=O)NC2CCCCC2)c(C)n1-c1cccc(Cl)c1Cl,0,8,0.3,-8,5,28,27,10,-2
COc1ccc2nc(SCC(=O)NC3CCCC3)c(C)cc2c1,-5,16,2.6,5,11,47,2,5,2
Cc1nn(Cc2cccc(C(=O)N3CCCC(C)C3)c2)c(C)c1[N+](=O)[O-] (configuration not stated),1,-9,0.0,-6,5,11,12,30,-1
O=C1c2cccc3cccc(c23)C(=O)N1CCCc1n[nH]c(=S)n1-c1ccccc1,1,27,-0.7,-2,2,3,6,17,2
CCC(C(=O)NC(C)(C)C)N(Cc1ccc(F)cc1)C(=O)c1snc(C(N)=O)c1N (configuration not stated),-3,3,2.7,-10,-1,-20,25,22,0
COc1cc(S(=O)(=O)NCC2COCCO2)ccc1-n1cnnn1 (configuration not stated),-1,-4,1.2,-8,2,2,-4,-22,-6
O=C(CN1CCN(C(=O)C2CC2)CC1)Nc1ccc(Cl)cc1F,0,13,0.8,-5,-4,-33,6,4,-2
COc1ccccc1NC(=O)C1CCN(c2ncnc3c2nc2n3CCCCC2)CC1,-6,-1,-2.1,7,1,12,12,30,-3

# Structures listed so far that contain a Cl atom:
SMILES,APJ ag,TIM10 inh,CHOP UPR activ,APJ antag,CXCR6 inh,Mdm2-MdmX inh,tim23-1 inh,tim10-1 inh,UPR XBP1 act
Cc1cc(/C=N\NC(=O)CC(=O)NC2CCCCC2)c(C)n1-c1cccc(Cl)c1Cl,0,8,0.3,-8,5,28,27,10,-2
O=C(CN1CCN(C(=O)C2CC2)CC1)Nc1ccc(Cl)cc1F,0,13,0.8,-5,-4,-33,6,4,-2

# Taken from above:
# CXCR6 inh with COc1ccc2nc(SCC(=O)NC3CCCC3)c(C)cc2c1 is entered as 11
# tim10-1 inh with Cc1nn(Cc2cccc(C(=O)N3CCCC(C)C3)c2)c(C)c1[N+](=O)[O-] (configuration not stated) is entered as 30
# TIM10 inh with CCC(C(=O)NC(C)(C)C)N(Cc1ccc(F)cc1)C(=O)c1snc(C(N)=O)c1N (configuration not stated) is entered as 3
# UPR XBP1 act with O=C1c2cccc3cccc(c23)C(=O)N1CCCc1n[nH]c(=S)n1-c1ccccc1 is entered as 2
# APJ ag with N#Cc1ccccc1OCC(=O)NCCNC(=O)COc1ccccc1C#N is entered as 7
# tim10-1 inh with COc1ccccc1NC(=O)C1CCN(c2ncnc3c2nc2n3CCCCC2)CC1 is entered as 30
# CHOP UPR activ with Cc1ccc(NC(=O)CSc2ncccn2)cc1S(=O)(=O)N1CCCCC1 is entered as -0.6

# Other results.
SMILES,APJ ag,TIM10 inh,CHOP UPR activ,APJ antag,CXCR6 inh,Mdm2-MdmX inh,tim23-1 inh,tim10-1 inh,UPR XBP1 act
CC(C)C1N=C2c3ccccc3N=C(SCC#N)N2C1=O (configuration not stated),-5,9,4.9,-1,6,25,9,14,4
Cc1ccc(NCc2ccccc2O)c(C)c1,-2,-1,-1.1,1,7,8,6,7,5
COc1cc(C(=O)Nc2ccc3nc4n(c(=O)c3c2)CCCCC4)cc(OC)c1OC,-1,2,0.0,-8,-16,48,10,17,4
O=C(NCC(O)c1ccccc1)Nc1cccs1 (configuration not stated),-2,6,3.6,3,3,3,12,-4,11
CC(C)c1nc(SCC(=O)NC2CCCC2)c2ccccc2n1,0,8,0.6,18,1,13,13,-19,3
Cc1c2ccccc2nc2c(F)c(NCCO)c(F)c(F)c12,6,11,3.1,-45,-15,-3,9,12,2
NC(=O)NC(CC(=O)NNC(=O)c1cccs1)c1ccc(Cl)cc1 (configuration not stated),-4,-2,-0.5,6,9,-13,-6,-9,1
CCCCCc1c(C)nc(SCC(=O)O)[nH]c1=O,3,3,-0.5,5,-2,16,10,-10,-1
CC(=O)N1CCOc2ccc(S(=O)(=O)NCCc3cccc(C)c3)cc21,-4,-12,0.0,-6,0,-1,7,16,-4
COc1ccc(CC(NC(C)=O)C(=O)NC2CCN(C(=O)c3ccncc3)CC2)cc1OC (configuration not stated),-2,11,1.4,14,1,-1,4,-17,-5
O=C(Cc1ccccc1)NCc1n[nH]c(=S)n1-c1ccc(Br)cc1,-3,0,-0.5,-7,-1,-6,-2,4,-2
COc1ccc2nc(/C=N/NC(=O)CCNC(=O)OC(C)(C)C)ccc2c1,3,-9,3.0,-10,-15,-6,9,19,2
COCCN(C(=O)CCC(=O)Nc1ccccn1)C(C(=O)NC(C)C)c1ccc(Cl)cc1 (configuration not stated),-1,7,1.7,21,8,-10,10,-11,-3
COc1ccc(S(=O)(=O)N2CCCOC2CNC(=O)C(=O)NCc2cccnc2)cc1 (configuration not stated),1,5,1.0,11,1,22,14,9,-3
C[n+]1ccc(/C=C/c2ccc(Br)cc2)cc1,-3,10,-3.1,-3,-11,16,7,3,-1
Nc1ccc(C(=O)Nc2ccc(Nc3ccncc3)cc2)cc1,-2,7,2.5,-3,3,-4,-3,-31,-2
O=S(=O)(NC(=S)NC1CCCCC1)c1ccc(Br)cc1,-5,25,-1.6,27,2,-5,8,16,-5
CC1CCCCC1NC(=O)CN1CCC(NC(=O)c2cccc(F)c2)CC1 (configuration not stated),-1,-14,0.9,6,0,0,7,21,-5
CC(C)(C)[C@@H]1C=C(C(=O)O)[C@H](c2ccc(Cl)cc2)N1S(=O)(=O)c1ccccc1,-5,1,-0.4,4,3,16,17,6,-1
Cc1oc(C(C)(C)C)cc1C(=O)NC1CCN(Cc2ccccc2)CC1,-2,-5,1.3,12,0,10,6,-28,1
CCOC(=O)CSc1nnc(Cn2nnc(-c3ccccc3)n2)n1CC,-4,8,-2.7,-5,7,3,16,16,-5
COc1cccc(C2=NOC(C(=O)Nc3ccc(OC)c(OC)c3)C2)c1 (configuration not stated),-4,4,-1.6,-10,-4,-10,17,15,-2
O=C(COC(=O)c1cc(Cl)nc(Cl)c1)NC1CCCCCC1,-4,11,-0.4,0,1,12,11,5,-3
COC(=O)c1ccc(CNC(=O)C2CCC(=O)N(Cc3cccc(F)c3)C2)cc1 (configuration not stated),-4,-3,2.7,4,-4,-5,-12,-23,-6
Cc1ccc(C(=O)C(C)OC(=O)Cc2c[nH]c3ccccc23)cc1 (configuration not stated),-1,7,-0.4,15,-8,-5,34,16,-2
COc1cccc(N2C(=O)CN(Cc3ccccc3)C2=S)c1,-4,27,-0.1,6,1,-24,44,17,-7
CC(OC(=O)/C=C/c1ccccc1)C(=O)N1CCc2ccccc21 (configuration not stated),-4,-6,-0.7,-34,-4,4,-13,-3,-4
O=C(C(c1ccccc1)c1ccccc1)N1CCN(c2ccccn2)CC1,-2,7,-1.7,15,1,-12,20,4,0
COCCNC(=O)c1ccc(CSCc2cccc(Cl)c2)o1,-3,23,0.9,11,0,15,-3,-10,0
CCCCn1c(N)c(N(CCOC)C(=O)CCC2CCCCC2)c(=O)[nH]c1=O,-3,5,0.9,20,0,-15,-3,9,-2
Cc1cccc(OCC(=O)Nc2sc3c(c2C#N)CCC3)c1,-3,-1,8.3,4,1,-6,0,-7,0
CC(C)(C)NC(=S)N/N=C/c1cccnc1,-5,26,-2.0,9,-2,-11,34,14,3
CCOCCCNCc1ccc(OC)c(OC)c1,-1,6,1.2,-4,8,28,-11,4,-2
CC(=O)c1ccc(N2CCC(C(=O)O)CC2)cc1,-5,13,-2.3,-13,0,15,11,-7,-1
O=C(NC12CC3CC(CC(C3)C1)C2)N1CCN(C2CCCCC2)CC1,-5,7,1.1,7,-9,-4,3,3,0
CCC(=O)N1CCN(c2ccc(NC(=O)COc3ccccc3Cl)cc2)CC1,-1,16,0.4,14,6,4,9,23,-1
Cc1cc(Cl)ccc1OC(C)C(=O)NCCc1ccc2c(c1)OCCO2 (configuration not stated),-4,12,-1.0,11,2,15,-17,13,-1
COc1cc2c(cc1OC)CN(CC(=O)Nc1ccc(F)cc1)CC2,-1,-14,-1.0,2,-5,0,4,14,-4
COc1ccc(NC(=O)c2ccc(CN3CCN(c4ccccc4)CC3)cc2)cc1OC,4,4,-1.1,9,2,25,17,28,-2
O=C(Cc1ccccc1)N/N=C/c1ccc(OC(=O)/C=C\c2ccco2)cc1,0,-5,5.2,0,4,13,-16,11,18
Cc1ccc(NC(=O)CN2CCCCCC2)cc1Br,-2,5,0.7,11,4,8,19,-9,4
Cc1c(Cl)cccc1NC(=S)N1CCCCCC1,1,24,-0.3,-3,2,-8,29,44*,-2
O=C(O)CCCCCn1c(SCc2cc(=O)n3ccccc3n2)nc2ccsc2c1=O,-3,12,0.6,-1,8,12,16,3,0
O=C(CNC(=O)c1cccs1)NCCN1CCN(Cc2ccccc2)CC1,3,-8,-0.2,1,-2,20,4,-15,-2
CCOC(=O)c1sc2nc(C)nc(SC(C)C(=O)N(C)c3ccccc3)c2c1C (configuration not stated),-3,-1,0.4,5,7,-5,27,1,-2
COc1ccc(NC(=O)CN2CCN(Cc3ccc4c(c3)OCO4)CC2)cc1OC,3,2,3.8,9,-8,-21,7,9,-3
Cc1ccc(S(=O)(=O)Nc2cc(C(F)(F)F)ccc2N2CCOCC2)cc1,1,5,1.1,4,10,15,10,16,-1
O=C(N/N=C/c1cccc(O)c1)c1ccc(NC(=O)C2CCCCC2)cc1,1,0,0.3,-13,2,30,-8,-6,-6
Cc1cc(NC(=O)CSc2nnc3c4c(C)c(C)sc4ncn23)no1,2,12,-0.9,16,-6,-22,22,15,3
Cc1cccc(C)c1NC(=O)CN(C)C(=O)c1cccc(S(=O)(=O)N2CCN(c3ccccc3)CC2)c1,6,10,1.0,3,-5,-29,13,6,-10
CCCCCCc1nc(C(N)=O)c2[nH]c(=O)n(-c3ccccc3F)c2n1,-2,1,4.1,3,-5,20,8,15,0
COC(=O)C(CC(C)C)N1CCC(=O)c2ccccc2S1(=O)=O (configuration not stated),-4,-3,-0.3,7,-2,3,19,7,0
